GRP78 ERSR act: inducers of ER stress response in human glioma cells; U87-MG GRP78 promoter luciferase reporter, 16 h; Potency, µM, for inactives: at the top dose activation, usual class: activators; 420,000 compounds, 0.02% hits; also: potency is read from the fitted curve at half-maximal effect; series mostly up to about 76 µM; % of control where 0% means no effect; nearly all actives have a fitted effect of over 35% in size
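Stably transfected U87-MG human glioma cells carrying a GRP78-based luminescent sensor were seeded at 1000 cells/well, pin-dosed with compounds and incubated 16 h. Luciferase reagent was then added, and end-point luminescence was read after 10 min at room temperature.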
Vif-A3F inh: blocks the Vif interaction with APOBEC3F | HeLa A3F-eYFP + Vif (tagged APOBEC3F with the HIV-1 protein that degrades it), YFP fluorescence increase | AID 602313 | 390,000 compounds, 0.2% hits | Potency, µM (series often up to 46.1 µM), inactives show top-dose activity, negative = active; also: potency is read from the fitted curve at half-maximal effect; % of control where 0% means no effect; nearly all actives have a fitted effect of over 65% in size
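HeLa cells stably expressing A3F-eYFP plus Vif, plated and incubated overnight at 37 deg C, then exposed to compounds overnight at 37 deg C. Blocked degradation read as raised yellow fluorescence (Ex 488/Em 500-530).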
LDHA block: LDHA (human) enzyme inhibition | P00338 | purified LDHA, NADH/diaphorase-resazurin fluorescence; stronger effect = lower value | activity change, % (values are at about 110 or 230 µM) | 480,000 compounds, 0.15% hits | AID 1347041; in the data active = activity change below about -30%; inconclusive = mostly about -25% to -30%;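 also: plate controls were DMSO wells for no effect and wells without enzyme for full effect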
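Human LDH5 at 2 nM final in Tris HCl pH 7.4 with 0.06 mM NADH and 0.2 mM pyruvate, reacted 5 minutes at room temperature. Remaining NADH coupled via diaphorase/resazurin; resorufin fluorescence read at 0 and 20 minutes, normalized to enzyme-free and DMSO wells.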
RXFP1 ag: activates the human relaxin receptor RXFP1 | Q9HBX9 | HEK293T-RXFP1 cAMP TR-FRET, 30 min; response scale: percent of porcine relaxin response, buffer zero | Potency, µM (top dose mostly 57.5 µM), for inactives: at the highest dose activation, actives largely listed as activators | 370,000 compounds, 0.3% hits | AID 2676; also: potency is read from the fitted curve at half-maximal effect; % is scaled to controls: 0 for no effect and ±100 for the full control effect; nearly all actives have a fitted effect of over 60% in size; many of its hits are not listed in these tables
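HEK293T cells stably expressing RXFP1 were pretreated with the PDE4 inhibitor Ro 20174, exposed to compounds for 30 min at 37C, lysed, and cAMP was read by TR-FRET. Data normalized to buffer (basal) and 29 nM porcine relaxin (100%).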
mIDH1 inhibitor: inhibitors of human mutant IDH1 R132H | O75874 | IDH1-R132H enzyme, NADPH consumption, diaphorase/resazurin fluorescence | Potency, µM (doses to about 76.6 µM), for inactives: at the top dose activity change, negative = inhibition, most hits filed as inhibitors | 390,000 compounds, 0.093% hits; also: potency is read from the fitted curve at half-maximal effect; % is scaled to controls: 0 for no effect and ±100 for the full control effect; nearly all actives have a fitted effect of over 65% in size
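IDH1-R132H (0.5 ug/mL) preincubated 30 min with compound, then NADPH (0.016 mM) and alpha-KG (2 mM) added; 80 min at RT, pH 7.5. Remaining NADPH coupled via diaphorase/resazurin to fluorescence (540/590 nm); concentration-response curves normalized to no-enzyme control.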
Vif-APOBEC3G blk: Vif-A3G binding inhibition. Q9HC16. HeLa A3G-eYFP + Vif (tagged APOBEC3G with the HIV-1 protein that degrades it), YFP fluorescence, overnight. Potency, µM (top dose mostly 46.1 µM), without a hit: at the top dose activity, negative = active, most hits filed as inhibitors. 410,000 compounds, 0.076% hits. AID 602310;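 also: potency is read from the fitted curve at half-maximal effect; % is scaled to controls: 0 for no effect and ±100 for the full control effect; nearly all actives have a fitted effect of over 60% in size; hits raise eYFP signal because A3G escapes Vif-driven loss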
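Read-out is eYFP fluorescence (Ex 488/Em 500-530) from Vif-expressing HeLa A3G-eYFP cells; more signal means A3G escaped Vif-mediated degradation. Cells plated overnight, compound pinned in, incubated overnight at 37 deg C.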
TrxR1 substrate: is turned over as a substrate by rat TrxR1. purified TrxR1 substrate turnover, NADPH consumption readout. Potency, µM (doses to about 114 µM), for the others: at the highest dose activity change, negative = substrate turnover. O89049. 390,000 compounds, 0.01% hits; also: potency is read from the fitted curve at half-maximal effect; % is scaled to controls: 0 for no effect and ±100 for the full control effect; nearly all actives have a fitted effect of over 50% in size
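Rat TrxR1, dispensed at 90 nM, was prereduced with 400 uM NADPH (final) for 5 min at ~22 deg C, then incubated with compound 15 min before 400 uM selenite. A first-read NADPH fluorescence drop versus no-compound background flagged substrates.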
USP1 inh: blocks the human USP1/UAF1 deubiquitinase complex; O94782; recombinant USP1/UAF1, Ub-Rhodamine cleavage fluorescence; Potency, µM (doses to about 57.1 µM), for the others: at the top dose activity change, negative = inhibition, actives largely listed as inhibitors; 390,000 compounds, 0.23% hits; AID 743255; also: potency is read from the fitted curve at half-maximal effect; % is scaled to controls: 0 for no effect and ±100 for the full control effect; nearly all actives have a fitted effect of over 60% in size; inactives centre near -12
Target sequence (O94782 whole entry, looked up): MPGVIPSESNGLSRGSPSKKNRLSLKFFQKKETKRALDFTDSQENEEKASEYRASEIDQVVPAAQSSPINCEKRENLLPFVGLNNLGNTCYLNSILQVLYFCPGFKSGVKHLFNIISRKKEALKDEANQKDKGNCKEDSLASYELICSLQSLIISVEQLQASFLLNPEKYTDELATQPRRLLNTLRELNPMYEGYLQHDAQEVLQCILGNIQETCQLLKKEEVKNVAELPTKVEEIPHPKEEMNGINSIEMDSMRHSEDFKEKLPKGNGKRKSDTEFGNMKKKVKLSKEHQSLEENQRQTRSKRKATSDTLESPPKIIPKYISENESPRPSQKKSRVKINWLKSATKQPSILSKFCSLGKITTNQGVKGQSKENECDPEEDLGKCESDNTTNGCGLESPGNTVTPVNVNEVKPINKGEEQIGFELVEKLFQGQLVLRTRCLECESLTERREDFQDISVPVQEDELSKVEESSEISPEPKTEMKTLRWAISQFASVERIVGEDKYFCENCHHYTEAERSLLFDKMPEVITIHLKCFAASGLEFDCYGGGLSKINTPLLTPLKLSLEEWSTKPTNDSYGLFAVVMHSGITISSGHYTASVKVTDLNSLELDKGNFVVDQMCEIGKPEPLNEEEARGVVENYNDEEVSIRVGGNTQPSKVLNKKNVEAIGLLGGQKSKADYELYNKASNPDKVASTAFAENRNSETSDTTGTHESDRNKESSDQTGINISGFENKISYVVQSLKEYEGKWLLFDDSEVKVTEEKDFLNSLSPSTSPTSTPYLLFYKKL
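High-throughput fluorogenic screen: 1nM USP1/UAF1 complex, Ub-Rho substrate 150nM final, 50mM HEPES pH 7.8 with 0.5mM EDTA, 0.1 mg/ml BSA, 1mM TCEP and 0.01% Tween-20.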
PI4K2A inh: PI4K2A (human) kinase inhibition; Q9BTU6; purified PI4K2A, ADP-Glo luminescence, 1 h; stronger effect = lower value; activity change, negative = inhibition, % at 76.9 µM; 420,000 compounds, 0.13% hits; in the data active = activity change below about -50%; inconclusive = mostly about -30% to -49%;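 also: -100% = wells without enzyme as full effect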
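In this quantitative HTS, ADP production by PI4K2A was quantified luminescently after 1 h at ambient temperature; 100 microM adenosine served as plate-quality control.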
* marks the source's active call; other numbers are inactive results; u = inconclusive; x = no result given; & = joins results of further samples; [ ] = another dose, or the depositor's remark. Unless noted, calls follow the shape of the dose curve; as a rule, active = well fitted curve in the direction sought with a large enough effect; inconclusive = small, poorly fitted or top-dose-only effect, or another doubt; inactive = no such curve, though single readings can be large; an effect the other way counts as inactive or inconclusive. These rows are one share of the data; the hit share may differ from the screen's.

SMILES	GRP78 ERSR act	Vif-A3F inh	LDHA block	RXFP1 ag	mIDH1 inhibitor	Vif-APOBEC3G blk	TrxR1 substrate	USP1 inh	PI4K2A inh
O=C(C[C@H]1C/C=C\C[C@@H](Cc2ccc(F)cc2)C(=O)OC[C@H]2CCCN2C1=O)N[C@@H](CO)Cc1ccccc1	-1%	1%	-11	x	5%	-4%	-5%	5%	3
COCCNC(=O)c1ccc(C(=O)NCCOC)s1	-1%	1%	-3	-2.1%	-9%	0%	0%[57.1 µM]	-6%	6
Cc1cc(-c2nc3ncccc3o2)ccc1NC(=O)c1ccc(Cl)cc1	-4%	-4%	1	u	0%	2%	8%	-4%	-2
CC(C)NC(=O)N1c2ccccc2Sc2ccccc21	-3%	15%	1	0.8%	5%	u	16%[57.1 µM]	-22%	-12
COCCN(Cc1nnc(-c2cccs2)o1)C(=O)c1cccc(S(=O)(=O)N2CCOCC2)c1	-1%	1%	1	1.1%	0%	-8%	9%	-17%	-2
O=C(NCc1n[nH]c(=S)n1-c1ccc(F)cc1)c1ccc(S(=O)(=O)N2CCCC2)cc1	-3%	-3%	0	-0.2%	3%	0%	4%	-21%	-3
COc1ccc(C(CNc2ccc(S(=O)(=O)N3CCCC3)cc2[N+](=O)[O-])N2CCCC2)cc1 (centres undefined)	-5%	-3%	0	3.6%	1%	2%	-11%	-13%	2
Nn1c(SCC(=O)NCC2CCCO2)nnc1-c1cc(Cl)ccc1Cl (centres undefined)	-3%	-7%	-8	-1.4%	-6%	1%	-4%[57.1 µM]	-8%	1
CCOC(=O)c1csc(NC(=O)c2ccc(C#N)cc2)n1	-3%	3%	-1	1.9%	-3%	1%	1%	3%	-10
CCN(Cc1ccccc1)Cc1c(O)ccc2c(=O)c(-c3ccccc3OC)c(C(F)(F)F)oc12	x	x	1	2.5%	x	x	-9%	-15%	-6
COc1c2c(cc3oc(=O)c4c5ccc(O)cc5oc4c13)OC(C)(C)CC2	0%	-7%	-6	x	-12%	-2%	5%	-7%	-1
N/C(=N\OC(=O)c1ccc(Br)o1)c1cccnc1	6%	2%	-13	-2.0%	4%	-5%	4%[57.1 µM]	-5%	-3
COc1cccc(-c2nc(C#N)c(N3CCN(C(=O)c4ccco4)CC3)o2)c1	-3%	1%	-11	5.2%	3%	-5%	182%[activator]	-21%	-7
CCOC(=O)c1c(CN2CCOCC2)oc2ccc(OC)cc12	0%	-9%	1	1.7%	6%	2%	13%	-16%	-1
C=C(C)C(=O)Nc1cccc(C2=NOC3(C2)C[C@@H](C(N)=O)N(C(=O)c2ccc(Cl)cc2)C3)c1 (some centres undefined)	-4%	2%	4	-19%	12%	-7%	-4%	4%	-8
CSc1nnc(-c2ccc(O)cc2)n1C	-2%	-15%	-5	2.2%	1%	-1%	9%	-12%	14
COc1ccc(CN(C(=O)CN2C(=O)COc3ccccc32)C2CCCC2)c(OC)c1	-5%	-8%	2	0.1%	0%	0%	-5%	-17%	-3
CC(C)c1ccc(C2NC(=O)c3ccccc3O2)cc1 (centres undefined)	5%	-6%	6	2.1%	-7%	1%	-2%[57.1 µM]	-23%	6
CCOC(=O)c1c(S(=O)(=O)N2CCCC(C(=O)Nc3cccc(C)n3)C2)c(C)n(C)c1C (centres undefined)	-10%&12%	5%&-1%	3&-2	2.4%&2.3%	-10%&-3%	-1%&4%	-1%	-9%&-4%	1&-2
Cc1ccc(NC(=O)CC2SCCNC2=O)cc1[N+](=O)[O-] (centres undefined)	-2%	-1%	8	0.7%	3%	0%	2%[57.1 µM]	-12%	-4
COc1cc(CCC(=O)OCc2nnc(-c3ccccc3)o2)cc(OC)c1OC	3%	-11%	-2	5.0%	7%	-1%	1%	-13%	-2
CC1=Nc2cc(C(=O)N3CCC(C)CC3)ccc2Sc2ccc(Cl)cc21	-3%	-6%	0	-0.4%	-16%	1%	-8%	u	4
CN1C(=O)/C(=C/c2ccc(OCc3ccc(F)cc3)cc2)NC1=S	-1%	u	-10	2.5%	-13%	0%	-2%	-8%	8
Cn1c(=O)oc2cc(S(=O)(=O)NCCC(=O)N3CCN(c4ccccc4F)CC3)ccc21	0%	13%	-1	2.7%	2%	0%	6%	-9%	-7
CSc1cccc(NC(=O)c2ccc3c(c2)CCCN3S(C)(=O)=O)c1	-2%	4%	3	1.8%	27%	-2%	-2%	-11%	2
COc1ccc(N2C(=O)C(CC(=O)O)S/C2=C\C(C)=O)cc1 (centres undefined)	-4%	-2%	3	-1.6%	6%	0%	-9%	-5%	3
CN(C)Cc1c(C(=O)N/N=C/c2ccc(-c3ccccc3)cc2)nnn1-c1nonc1N	-3%	-10%	-13	-0.3%	-4%	4%	0%[57.1 µM]	-4%	-2
Cc1cccc(C)c1OCC(=O)N(Cc1ccccc1F)C1CCS(=O)(=O)C1 (centres undefined)	-5%	4%	-9	-3.4%	5%	4%	-3%	-4%	-1
O=C(Cc1ccc(S(=O)(=O)N2CCCC2)s1)N1CCN(c2ccc(F)cc2)CC1	-2%	-5%	-7	-1.2%	1%	-3%	-2%[57.1 µM]	-15%	3
CN(CCNC(=O)c1cn(C)c2ccc(S(=O)(=O)N3CCCC3)cc2c1=O)CCc1ccccc1	1%	-1%	3	1.5%	-3%	5%	7%	-2%	1

Two records drawn at random from those above:
SMILES	GRP78 ERSR act	Vif-A3F inh	LDHA block	RXFP1 ag	mIDH1 inhibitor	Vif-APOBEC3G blk	TrxR1 substrate	USP1 inh	PI4K2A inh
CN(CCNC(=O)c1cn(C)c2ccc(S(=O)(=O)N3CCCC3)cc2c1=O)CCc1ccccc1	1%	-1%	3	1.5%	-3%	5%	7%	-2%	1
COc1ccc(N2C(=O)C(CC(=O)O)S/C2=C\C(C)=O)cc1 (centres undefined)	-4%	-2%	3	-1.6%	6%	0%	-9%	-5%	3

The list goes on:
SMILES	GRP78 ERSR act	Vif-A3F inh	LDHA block	RXFP1 ag	mIDH1 inhibitor	Vif-APOBEC3G blk	TrxR1 substrate	USP1 inh	PI4K2A inh
Cc1[nH]c(-c2ccc(F)cc2)cc1C(=O)N1CCN(c2cccc(Cl)c2)CC1	-3%	-24%	0	1.2%	-8%	-1%	-7%	-20%	1
CC1(C)CC(=O)c2cc(C(=O)NC3CCSC3=O)c(=O)n(-c3ccccc3)c2C1 (centres undefined)	-2%	x	-16	0.0%	10%	-10%	8%	0%	-3
O=C(CSc1nnc(CNc2ccc(F)cc2)n1Cc1ccco1)N1CCOCC1	-7%	-5%	-3	-1.2%	1%	0%	2%	-6%	2
Cc1ccccc1NC(=O)C(=O)NCC1CCCN1S(=O)(=O)c1cccs1 (centres undefined)	0%	4%	1	1.1%	6%	-2%	-3%	-5%	-4
O=C(O)c1cc(O)ccc1NC(=O)c1cccc2ccccc12	-3%	1%	0	0.8%	-2%	0%	-1%	-13%	0
O=C(c1ccc(S(=O)(=O)N2CCc3ccccc3C2)cc1)N1CCCCC1	-2%	2%	-3	4.3%	0%	3%	-2%	4%	1
CCOC(=O)N1CCN(C(=O)c2cccc(S(=O)(=O)Nc3ccc(F)cc3)c2)CC1	-4%	0%	-5	x	0%	1%	5%	-7%	1
Cc1ccc(C(=O)OCC(=O)NCCc2ccc(F)cc2)cc1S(=O)(=O)N1CCOCC1	-4%	2%	-13	x	-9%	1%	-2%	-3%	-2
CC(/C=N\NC(=O)c1ccc2c(c1)OCO2)c1ccccc1 (centres undefined)	1%	-10%	-13	1.7%	-4%	4%	-1%	-14%	-2
Cn1c(-c2ccccc2)nc2cnccc21	-2%	2%	-7	1.7%	-10%	-10%	7%	-28%	-5
CC(Oc1ccccc1)C(=O)Nc1ccccc1F (centres undefined)	0%	4%	1	1.1%	2%	2%	9%[57.1 µM]	-22%	0
Cc1ccc2c(c1)cc(CN(Cc1ccco1)S(=O)(=O)c1ccccc1)c1nnnn12	-3%	0%	-2	6.1%	7%	0%	12%	-23%	0
O=C(NCc1cccs1)c1cccc2c(-c3cccnc3)coc12	2%	x	-2	x	x	-16%	x	x	2
CC(=O)Oc1cccc(N2C(=O)c3ccc(C(=O)Nc4c[nH]c(=O)[nH]c4=O)cc3C2=O)c1	-4%	-10%	-1	1.0%	-3%	3%	1%	-5%	-1
c1coc(CNc2ncnc3c2oc2ccccc23)c1	1%	-5%	-15	1.0%	2%	-1%	12%	-12%	-3
c1ccc(CCN2CN=C(Nc3nc4ccccc4o3)NC2)cc1	5%	-12%	-4	1.3%	8%	1%	0%	3%	-3
CC12CC(c3ccccc3O1)N(C(=O)c1ccco1)C(=S)N2c1ccc(F)cc1 (centres undefined)	-8%	4%	4	-0.9%	1%	-2%	10%[57.1 µM]	-9%	-1
Cc1ccccc1CC1(CO)CCCN(Cc2c(C)nn(C)c2Cl)C1 (centres undefined)	-1%	-20%	-6	-0.2%	-6%	2%	2%	-11%	0
COCCN1C(=O)c2ccccc2C(C(=O)NCCN(C)C)C1c1ccc(F)cc1 (centres undefined)	-5%	-15%	-5	2.5%	6%	0%	0%	-8%	-1
Cc1ccc(NC(=O)N2CCCC2)cc1Cl	7%	1%	-5	0.6%	-1%	2%	4%	-4%	0

Screening results (PubChem BioAssay)
